Bioassay records from PubChem BioAssay.
Akt phos inh: HTS Assay for Inhibitors of Akt Phophorylation: Primary Screen. activity change, % for hits at 50 µM. Neuro2A IGF-stimulated pAkt S473 HTRF, 20 min; hits give low values. 360,000 compounds, 0.32% hits; in the data active = activity change below about -80%; inconclusive = mostly about -51% to -80%; also: % is scaled to controls: 0 for no effect and ±100 for the full control effect
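Neuro2A cells (4,500/well, DMEM with 0.5% FBS) were treated with compound at a single 50 µM final concentration, stimulated with 6 nM IGF for 20 min at 37 °C, and lysed. Phospho-Akt Ser473 was read by HTRF as 665/615 ratio ×10^4.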
CCT modulator: High-Throughput Screening for Modulators of Cytosolic Chaperonin Activity; 360,000 compounds, 0.3% hits; activity change, % (concentration not given with the values), hits read low; purified chaperonin ATPase assay, HTRF ADP detection, 30 min; in the data active = activity change below about -30%; also: % is scaled to controls: 0 for no effect and ±100 for the full control effect
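TRiC (40 or 20 nM final, by batch activity) in 30 mM Tris pH 7.4, 100 mM KCl, 5 mM MgCl2, 1 mM DTT was treated with compound at 76 uM single dose, then 10 uM ATP, 30 min at 37 °C. ADP was read by HTRF Transcreener.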
A549 viability: Nrf2 qHTS screen for inhibitors: counterscreen for cytotoxicity | A549 ARE-Fluc cells, CellTiter-Fluor viability, 18-24 h | Potency, µM (titrated, usually from 46 µM), for the others: top-dose activity change, negative = cytotoxicity, most hits filed as inhibitors | AID 504648, 2011 | 390,000 compounds, 0.16% hits; also: potency is read from the fitted curve at half-maximal effect; % is scaled to controls: 0 for no effect and ±100 for the full control effect
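A549 ARE_Fluc cells in 5% FBS OPTI-MEM were exposed to compounds in concentration-response for 18-24 h at 37 deg C. Viability was read by CellTiter-Fluor fluorescence (Ex 405/Em 525) after 30 min, before the luciferase read.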
MmCpn inh: Inhibitors of TCP-1 ring complex (TRiC) of Methanococcus maripaludis (MmCpn): qHTS | 330,000 compounds, 0.031% hits | AID 504842, 2011 | purified Mm-Cpn ATPase, ADP Transcreener TR-FRET | Chaperonin Mm-Cpn (Methanococcus maripaludis) | Potency, µM (titrated, usually from 76.9 µM), for inactives: at the highest dose activity, negative = inhibition, actives largely listed as inhibitors; also: potency is read from the fitted curve at half-maximal effect; % is scaled to controls: 0 for no effect and ±100 for the full control effect; nearly all actives have a fitted effect of over 80% in size
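Purified archaeal Mm-CPN (25nM final) preincubated 10 min at 37degC with compound, then 10uM ATP for 30 min at 37degC; ADP measured by HTRF Transcreener TR-FRET; buffer 30 mM TRIS pH 7.4, 100mM KCl, 5mM MgCl2, 1mM DTT.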
Nrf2 inh: Nrf2 qHTS screen for inhibitors; A549 ARE-Fluc reporter, luciferase luminescence, 18-24 h; Potency, µM (series often up to 46 µM), inactives show top-dose activity change, negative = inhibition, most hits filed as inhibitors; 360,000 compounds, 2.1% hits; also: potency is read from the fitted curve at half-maximal effect; % is scaled to controls: 0 for no effect and ±100 for the full control effect; nearly all actives have a fitted effect of over 60% in size
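Two sequential reads on A549 ARE_Fluc cells exposed to compound for 18-24 h: a CellTiter-Fluor fluorescence read for viability, then a luciferase luminescence read for Nrf2/ARE activity.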
EPAC2 antagonist: qHTS for Antagonist of cAMP-regulated guanine nucleotide exchange factor 2 (EPAC2): primary screen; Rap guanine nucleotide exchange factor 4 (Homo sapiens), Q8WZA2; 360,000 compounds, 0.18% hits; Potency, µM (doses to about 114 µM), without a hit: top-dose activity, negative = inhibition, hits mostly inhibitors; EPAC2 GEF exchange of Rap1B-BODIPY-GDP, fluorescence; also: potency is read from the fitted curve at half-maximal effect; % is scaled to controls: 0 for no effect and ±100 for the full control effect; nearly all actives have a fitted effect of over 45% in size; many of its hits are not listed in these tables
Target sequence (Q8WZA2 whole entry, looked up): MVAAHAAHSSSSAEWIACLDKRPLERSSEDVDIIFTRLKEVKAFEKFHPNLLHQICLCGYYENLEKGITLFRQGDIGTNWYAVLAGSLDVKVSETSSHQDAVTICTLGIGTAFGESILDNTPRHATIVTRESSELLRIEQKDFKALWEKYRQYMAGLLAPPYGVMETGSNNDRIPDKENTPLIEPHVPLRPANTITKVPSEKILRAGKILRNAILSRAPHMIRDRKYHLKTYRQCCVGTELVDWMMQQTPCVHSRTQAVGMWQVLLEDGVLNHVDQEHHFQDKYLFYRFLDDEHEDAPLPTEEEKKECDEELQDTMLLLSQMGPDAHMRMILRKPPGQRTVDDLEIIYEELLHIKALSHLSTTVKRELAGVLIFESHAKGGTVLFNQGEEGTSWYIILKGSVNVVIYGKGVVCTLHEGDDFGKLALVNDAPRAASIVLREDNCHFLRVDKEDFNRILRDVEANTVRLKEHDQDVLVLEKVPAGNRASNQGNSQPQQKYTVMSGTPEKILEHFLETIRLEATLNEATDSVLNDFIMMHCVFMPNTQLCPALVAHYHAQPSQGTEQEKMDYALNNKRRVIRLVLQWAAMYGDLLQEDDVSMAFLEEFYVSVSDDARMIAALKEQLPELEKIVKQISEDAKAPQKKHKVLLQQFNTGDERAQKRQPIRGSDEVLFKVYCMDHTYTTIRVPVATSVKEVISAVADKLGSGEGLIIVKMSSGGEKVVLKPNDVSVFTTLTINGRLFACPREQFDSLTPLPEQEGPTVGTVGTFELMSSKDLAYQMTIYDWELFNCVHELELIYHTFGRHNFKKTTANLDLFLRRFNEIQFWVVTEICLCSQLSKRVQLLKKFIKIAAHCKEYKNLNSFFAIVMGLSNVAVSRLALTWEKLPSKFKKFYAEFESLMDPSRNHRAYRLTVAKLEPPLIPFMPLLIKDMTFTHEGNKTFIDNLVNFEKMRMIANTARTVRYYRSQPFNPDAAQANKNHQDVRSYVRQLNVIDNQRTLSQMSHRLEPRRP
EPAC2 ag: qHTS for Agonist of cAMP-regulated guanine nucleotide exchange factor 4 (EPAC2): primary screen; 360,000 compounds, 0.079% hits; Rap guanine nucleotide exchange factor 4 (Homo sapiens), Q8WZA2; AID 720711, 2013; Potency, µM (series often up to 154 µM), for inactives: at the highest dose activation, hits mostly activators; EPAC2 activation, biochemical qHTS; response scale: 100% = 6.5 mM cAMP response; also: potency is read from the fitted curve at half-maximal effect; nearly all actives have a fitted effect of over 50% in size
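In this primary screen, activation is scored as increased exchange of BODIPY-GDP from Rap1B by 100 nM EPAC2, with 50 uM GDP as competitor. Signal is normalized to the 6.5 mM cAMP agonist control.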
Nrf2 activator: qHTS of Nrf2 Activators | 410,000 compounds, 0.31% hits | Potency, µM (doses to about 46.1 µM), for inactives: top-dose activation, actives largely listed as activators | AREc32 ARE-luciferase reporter (MCF7-derived line), luminescence, 24 h; also: potency is read from the fitted curve at half-maximal effect; % of control where 0% means no effect; nearly all actives have a fitted effect of over 65% in size
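AREc32 cells carrying an ARE-driven firefly luciferase, 1000 cells/well in OPTI-MEM with 5% FBS, dosed after overnight attachment and incubated 24 hr at 37 deg C. Steady-Glo luminescence read after 30 min at RT.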
TGFb SMAD3 inh: qHTS for Inhibitors of TGF-b; HepG2 CAGA-GFP TGF-b/SMAD3 reporter, GFP fluorescence, 18 h; TGF-beta stimulated, 500 pg/mL final; Potency, µM (top dose mostly 46.1 µM), without a hit: at the highest dose activity, negative = inhibition, actives largely listed as inhibitors; 410,000 compounds, 1.2% hits; AID 588855, 2011; also: potency is read from the fitted curve at half-maximal effect; % is scaled to controls: 0 for no effect and ±100 for the full control effect; nearly all actives have a fitted effect of over 65% in size
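TGF-beta reporter screen: HEPG2 CAGA-GFP, 1% FBS, 500 pg/mL TGF-beta final, 18 h; per-cell GFP summed per well; curves fitted and categorized by class.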
* = called active by the depositor; i = inactive; u = inconclusive; x = no result given; [ ] = another dose, or the depositor's remark. Unless noted, calls follow the shape of the dose curve; as a rule, active = well fitted curve in the direction sought with a large enough effect; inconclusive = small, poorly fitted or top-dose-only effect, or another doubt; inactive = no such curve, though single readings can be large; an effect the other way counts as inactive or inconclusive. Some of the compounds tested. The share of hits here may be higher or lower than overall.

SMILES | Akt phos inh | CCT modulator | A549 viability | MmCpn inh | Nrf2 inh | EPAC2 antagonist | EPAC2 ag | Nrf2 activator | TGFb SMAD3 inh
Cc1ccc(C(=O)N2CCC(C)CC2)cc1C | i | 1.5 | 0% | 0% | u | 0% | -8% | 1.9% | -16%
Nc1ccc(C(O)(C(F)(F)F)C(F)(F)F)cc1 | i | -3.1 | -12% | -2% | u | -2% | -3% | -0.5% | 17%
O=C(C[n+]1cc[nH]c1)c1ccc(Cl)cc1 | i | -8.1 | 5% | 0% | -16% | -1% | 15% | -0.1% | 8%
COc1cc2c(cc1NC(=O)COC(=O)C(CCSC)NC(=O)c1ccccc1Cl)oc1ccccc12 (stereo not drawn) | i | 1.0 | -1% | -12% | u | -2% | -9% | 14% | -15%
Cc1ccc2oc(=S)n(C)c2c1 | i | -1.5 | 1% | 2% | 6% | 2% | 4% | 2.1% | -14%
O=C(c1cccc([N+](=O)[O-])c1)N1CCCC(C(=O)N2CCc3ccccc3C2)C1 (stereo not drawn) | x | -2.5 | 2% | 2% | 10% | 10% | 14% | 0.1% | 7%
N#CC1=C(N)Oc2ccc3ccc(O)cc3c2C1c1cccnc1 (stereo not drawn) | i | 1.4 | 5% | 3% | 22% | 4% | 7% | 5.8% | -8%
COc1ccc(/C=C/c2nc(C#N)c(NCc3ccc(F)cc3)o2)cc1OC | x | x | -8% | x | -10% | x | x | 5.3% | u
COCc1ccc(C(=O)N(C)CC2CCCN(CCc3ccccc3F)C2)o1 (stereo not drawn) | i | 0.4 | -1% | -1% | 5% | -1% | 0% | -0.9% | 0%
CCCCOc1ccccc1C1CC(=O)Nc2cc(OC)c(OC)cc21 (stereo not drawn) | x | x | -9% | x | -24% | x | x | -0.2% | -16%
CCCCc1c(O)nc2sccn2c1=O | i | -0.7 | 2% | -23% | -1% | 6% | 5% | -0.5% | 2%
Cc1nc(C)c(C(=O)OCC(=O)NCc2ccccc2)s1 | i | 1.5 | 0% | 0% | 21% | 7% | -6% | 2.8% | 4%
C=CCNC(=S)N1CC2(C)CN(C(=S)NCC=C)CC(C)(C1)C2=O | i | -0.5 | -1% | 1% | -3% | -5% | 9% | -0.2% | -19%
CCOC(=O)Cc1csc(N/N=C\c2ccccc2OC)n1 | i | -3.4 | 3% | -2% | 23% | 4% | 12% | 8.6% | 14%
Cc1nc2ccc(NC(=O)N3CCN(c4ccccn4)CC3)cc2s1 | i | -6.3 | 10% | 0% | -6% | -3% | -8% | -0.6% | -10%
COc1cccc(C(=O)N2CCN(C(=O)c3cccc4ccccc34)CC2)c1OC | i | -0.7 | 1% | -1% | x | 4% | 2% | -0.7% | 15%
COc1ccc([C@H]2C[C@@H](n3cc(-c4ccc(F)cc4)nn3)[C@H](O)CN2C(=O)C2CCCCC2)cc1 | i | 0.7 | x | x | x | 22% | 12% | 2.5% | 9%
CCOc1ccc(-c2cn3c(n2)sc2cc(C(=O)NC4CCCc5ccccc54)ccc23)cc1 (stereo not drawn) | x | x | 0% | x | u | x | x | 1.0% | 16%
CC1CCCCN1C(=O)Cc1ccc(F)cc1 (stereo not drawn) | i | -3.7 | -3% | -3% | 11% | 2% | 0% | -0.5% | 4%
Cc1cccc(NC(=O)C2CCCN(S(=O)(=O)c3cccc4nonc34)C2)c1C (stereo not drawn) | x | x | 8% | x | 0% | x | x | 2.7% | 7%
Cc1[nH]n(-c2ccccc2)c(=O)c1N=Nc1ccccc1C(=O)O | i | -0.6 | u | -3% | u | -11% | 0% | 3.6% | -5%
O=C(C1CCCCN1S(=O)(=O)c1ccccc1[N+](=O)[O-])N1CCOCC1 (stereo not drawn) | i | -1.1 | 2% | -2% | -5% | -3% | 11% | -0.7% | u
Cn1ccnc1SCC(=O)Nc1cccc(C(F)(F)F)c1 | i | -28 | -4% | 2% | 10% | 6% | -13% | 0.7% | -4%
N#Cc1c(C(F)(F)F)cc(-c2cccs2)nc1SCC(=O)Nc1cccc(Cl)c1 | x | x | 0% | x | 4% | x | x | 11% | 27%
C=CC[C@@H](CC(=O)N(CCO)Cc1ccccc1)C(=O)NCCOC(=O)[C@@H](CC=C)Cc1ccc(F)cc1 | i | -0.8 | -10% | -1% | u | -8% | -8% | 5.7% | -21%
Cn1c(=O)n(C)c2cc(NC(=O)c3ccc(F)cc3)ccc21 | i | 0.8 | 7% | 1% | u | -11% | 0% | 13% | -13%
COC(=O)c1ccc(NC(=O)CC2C(=O)N(c3cccc(OC)c3)C(=O)N2Cc2cccs2)cc1 (stereo not drawn) | x | x | 1% | x | 36% | x | x | 5.5% | -1%
CC1=C(C#N)C(c2ccccc2O)C(C#N)=C(C)N1 | i | 0.7 | -6% | u | 5% | -3% | 3% | 2.3% | 6%
CC(C)NC(=O)Nc1ccc2c(c1)C(=O)N([C@H](C)CO)C[C@H](C)[C@@H](CN(C)S(=O)(=O)c1ccccc1)O2 | i | -1.8 | 4% | 0% | -14% | 9% | 5% | -0.6% | 8%
CC(C)CNC(=O)Nc1ccccc1F | i | 2.5 | u | 2% | 3% | 5%[57.1 µM] | 16% | 0.1% | 6%
CCOC(=O)C(O)(CC(=O)c1ccc(OC)cc1)C(F)(F)F (stereo not drawn) | i | -1.8 | 2% | -1% | -17% | -1% | 4% | 0.7% | -3%
Cc1cccc(NC(=O)c2cc(-c3ccc(C)s3)nc3ccccc23)n1 | i | -3.6 | -5% | -28% | -24% | 10% | 6% | 2.8% | u
CCN1C(=O)CC(N2CCN(c3ccc(OC)cc3)CC2)C1=O (stereo not drawn) | i | -0.3 | 0% | 3% | -15% | 8% | -15% | -0.5% | -2%
C=C(C)CN(CC)C(=O)CN1C(=O)NC2(CCc3ccccc32)C1=O (stereo not drawn) | i | -2.9 | 3% | 1% | 12% | 6% | 0% | -1.6% | 0%
CN1CCN(CCNC(=O)c2cnn(-c3cccc(Cl)c3)c2C2CCN(C(=O)OC(C)(C)C)CC2)CC1 | x | x | 0% | x | u | x | x | 0.8% | 2%
CC1=CC(C)[C@H](/C=N/n2c(=O)[nH]c3c([nH]c4ccc(Br)cc43)c2=O)C(C)C1 (stereo partly drawn) | i | -1.4 | u | -5% | u | -3% | 3% | 2.4% | -11%
COC(=O)c1[nH]c2ccc(Br)cc2c1NC(=O)C(C)N1CCN(C2CCCCC2)CC1 (stereo not drawn) | x | -3.4 | -11% | 0% | 0% | -1% | 0%[15.6 µM] | 18% | u
Cc1ccc(CNC(=O)CCS(=O)(=O)c2ccc(Cl)cc2)cc1 | i | 0.7 | 6% | 2% | 1% | 15% | 1% | 0.4%[9.22 µM] | 7%
O=C(c1cccn2c(=O)c3cc(Br)ccc3nc12)N1CCN(c2ccccn2)CC1 | i | -0.5 | 12% | 0% | 12% | 2% | 5% | 1.9% | 0%
Cc1cc(C)n(-c2ccc(C(=O)N3CCN(S(=O)(=O)c4ccc(Cl)cc4)CC3)cc2)n1 | i | -0.7 | 6% | 0% | -20% | -5% | 13% | 0.5% | -16%
Cc1cc(C)n(C(=O)CSc2nc3ccccc3o2)n1 | i | -1.8 | -2% | 0% | x | -1% | -7% | 0.4% | 0%

8 compounds already listed, ordered by heavy-atom count, highest first:
SMILES | Akt phos inh | CCT modulator | A549 viability | MmCpn inh | Nrf2 inh | EPAC2 antagonist | EPAC2 ag | Nrf2 activator | TGFb SMAD3 inh
CC(C)NC(=O)Nc1ccc2c(c1)C(=O)N([C@H](C)CO)C[C@H](C)[C@@H](CN(C)S(=O)(=O)c1ccccc1)O2 | i | -1.8 | 4% | 0% | -14% | 9% | 5% | -0.6% | 8%
COC(=O)c1ccc(NC(=O)CC2C(=O)N(c3cccc(OC)c3)C(=O)N2Cc2cccs2)cc1 (stereo not drawn) | x | x | 1% | x | 36% | x | x | 5.5% | -1%
COC(=O)c1[nH]c2ccc(Br)cc2c1NC(=O)C(C)N1CCN(C2CCCCC2)CC1 (stereo not drawn) | x | -3.4 | -11% | 0% | 0% | -1% | 0%[15.6 µM] | 18% | u
N#Cc1c(C(F)(F)F)cc(-c2cccs2)nc1SCC(=O)Nc1cccc(Cl)c1 | x | x | 0% | x | 4% | x | x | 11% | 27%
Cc1cccc(NC(=O)c2cc(-c3ccc(C)s3)nc3ccccc23)n1 | i | -3.6 | -5% | -28% | -24% | 10% | 6% | 2.8% | u
CCOC(=O)C(O)(CC(=O)c1ccc(OC)cc1)C(F)(F)F (stereo not drawn) | i | -1.8 | 2% | -1% | -17% | -1% | 4% | 0.7% | -3%
CC1=C(C#N)C(c2ccccc2O)C(C#N)=C(C)N1 | i | 0.7 | -6% | u | 5% | -3% | 3% | 2.3% | 6%
CC(C)CNC(=O)Nc1ccccc1F | i | 2.5 | u | 2% | 3% | 5%[57.1 µM] | 16% | 0.1% | 6%
